Bioassay records deposited in PubChem BioAssay by Sanford-Burnham Center for Chemical Genomics.
NALP3 yeast inh = inhibitors of NALP3 inflammasome in yeast. inhibition, % at 10 µM. 330,000 compounds, 0.39% hits. Yeast reconstituted NLRP3/ASC/caspase-1, beta-gal luminescence, 24 h. AID 2825;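 active = inhibition of 50% or more; inactive = inhibition below 50%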;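 note: plate controls were induced DMSO wells for no effect and uninduced yeast grown without galactose for full effect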
tim23-1 inh = growth inhibitors of tim23-1 mutant yeast | S. cerevisiae tim23-1 growth, BacTiter-Glo luminescence, 24 h | inhibition, % at 20 µM | 330,000 compounds, 1.3% hits | AID 463212;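 active = growth inhibition of the mutant yeast at or above 50%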;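 note: temperature-sensitive mutant grown at 25 °C; plate controls were DMSO-treated mutant yeast for no effect and medium wells lacking yeast for full effect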
XBP1 UPR activ = activators of adaptive arm of unfolded protein response (XBP1) | CHO-XBP1 luciferase reporter, IRE1-XBP1 UPR activation, luminescence; percent of tunicamycin response, DMSO as zero | activation, % at 20 µM | 330,000 compounds, 0.33% hits | AID 463104;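 active = versus positive control, 20 µM dose yields 30% or more activation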;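 note: 100% = tunicamycin at 10 µg/mL and 0% = DMSO only wells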
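Assay system: IRE1-XBP1 luciferase reporter CHO line. Input: 1000 cells/well. Buffer or medium: F12 with 10% serum. Doses: 20 µM, 1% DMSO. Times: overnight seeding at 37 °C, 6 h compound treatment at 37 °C. Technique: Steady-Glo luciferase glow luminescence, 10 min after reagent addition.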
UPR CHOP act = apoptotic UPR (CHOP) activation. CHO-CHOP luciferase reporter, luminescence; percent of tunicamycin response over DMSO baseline. activation, % at 10 µM. 330,000 compounds, 0.34% hits;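 active = at 10 µM dose, activation of 40% or more, normalized to positive control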;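 note: 100% = tunicamycin at 10 µg/mL and 0% = DMSO alone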
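Test system: CHO CHOP reporter cells. Input: 500 CHO-CHOP cells per well. Medium: F12 with 10% FBS. Technique: luciferase luminescence. Measure: percent activation relative to tunicamycin control. Dosing: 10 µM compound, 0.5% DMSO. Timing: 16-18 h cell attachment, then 6 h compound exposure, 37 °C.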
GRIN3A LBD mod = modulates the human NR3A ligand-binding domain. NR3A LBD differential scanning fluorimetry, Tm shift; 0% = protein alone, 100% = glycine-bound protein. Tm shift relative to glycine control, % at 25 µM. 340,000 compounds, 2.5% hits;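 active = melting temperature shift of at least 10% of the positive control shift, at one fixed dose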
tim10-1 inh = tim10-1 yeast growth inhibition. S. cerevisiae tim10-1 ts strain growth, BacTiter-Glo, 24 h. inhibition, % at 20 µM. 330,000 compounds, 2.2% hits;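 active = inhibition of at least 40%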;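 note: mutant grown at 25 °C; 0% = DMSO wells with yeast and 100% = wells holding no yeast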
Mdm2-MdmX inh = disrupts the human Mdm2-MdmX interaction. O15151+Q00987. SaOS-2 split-luciferase Mdm2/MdmX complementation, luminescence. inhibition, % at 8 µM. 330,000 compounds, 3% hits. AID 485346;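 active = inhibition of at least 50% at 8 µM in the primary screen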
Target sequence (O15151 whole entry, looked up): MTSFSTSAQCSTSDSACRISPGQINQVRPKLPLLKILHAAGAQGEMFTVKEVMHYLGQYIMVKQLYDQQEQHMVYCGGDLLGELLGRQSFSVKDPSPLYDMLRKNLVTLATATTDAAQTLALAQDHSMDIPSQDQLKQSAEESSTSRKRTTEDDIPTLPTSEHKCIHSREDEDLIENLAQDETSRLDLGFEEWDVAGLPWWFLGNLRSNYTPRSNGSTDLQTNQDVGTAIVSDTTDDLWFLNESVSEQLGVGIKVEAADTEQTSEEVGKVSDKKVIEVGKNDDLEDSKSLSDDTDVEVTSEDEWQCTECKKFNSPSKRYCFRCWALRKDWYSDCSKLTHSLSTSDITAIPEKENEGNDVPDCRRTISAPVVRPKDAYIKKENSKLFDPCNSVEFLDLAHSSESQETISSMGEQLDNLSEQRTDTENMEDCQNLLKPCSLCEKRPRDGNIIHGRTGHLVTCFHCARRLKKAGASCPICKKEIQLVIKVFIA
Target sequence (Q00987 whole entry, looked up): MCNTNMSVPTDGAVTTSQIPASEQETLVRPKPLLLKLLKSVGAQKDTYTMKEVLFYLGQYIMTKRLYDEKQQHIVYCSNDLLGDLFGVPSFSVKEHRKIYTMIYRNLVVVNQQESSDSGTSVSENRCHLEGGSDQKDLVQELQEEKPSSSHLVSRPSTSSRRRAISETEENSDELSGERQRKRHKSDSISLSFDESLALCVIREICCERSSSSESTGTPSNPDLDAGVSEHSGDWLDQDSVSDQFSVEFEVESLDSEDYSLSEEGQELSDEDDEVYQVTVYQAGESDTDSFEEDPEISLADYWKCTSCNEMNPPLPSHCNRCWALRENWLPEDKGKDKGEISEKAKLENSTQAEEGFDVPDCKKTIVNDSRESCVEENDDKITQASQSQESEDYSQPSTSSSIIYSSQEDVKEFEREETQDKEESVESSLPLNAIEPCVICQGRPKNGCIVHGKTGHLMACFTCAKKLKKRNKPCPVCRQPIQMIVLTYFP
APJ agonist = activates the human apelin receptor APJ. activation, % at 20 µM. CHO-K1 APJ PathHunter beta-arrestin, luminescence; 0% DMSO wells, 100% apelin. P35414. 330,000 compounds, 0.11% hits;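 active = activation more than six SD over the plate average, tested at 20 µM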;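 note: 0% = DMSO alone and 100% = apelin-13 at 10 nM; some results filed as inactive read as strong as hits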
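Assay system: CHO-K1 APJ beta-arrestin complementation cell line / Compound: single test compound dose, 20 µM final, 1% DMSO / Times: overnight seeding, 90 min compound at 25 °C, 1 h detection / Technique: beta-gal luminescence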
TIM10 inh = inhibits growth of TIM10 yeast strain. S. cerevisiae TIM10 strain growth, BacTiter-Glo luminescence, 24 h. inhibition, % at 10 µM. AID 463195. 330,000 compounds, 1.4% hits;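 active = inhibition of 40% or more at the single tested concentration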;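 note: wild-type TIM10 isogenic control strain grown at permissive 25 °C; 0% = DMSO yeast wells and 100% = minimal medium wells without yeast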
Numbers without * were called inactive.

Molecule,NALP3 yeast inh,tim23-1 inh,XBP1 UPR activ,UPR CHOP act,GRIN3A LBD mod,tim10-1 inh,Mdm2-MdmX inh,APJ agonist,TIM10 inh
CC(=O)Nc1ccc(S(=O)(=O)NC2(C(F)(F)F)C(=O)Nc3c2c(=O)[nH]c(=O)n3Cc2ccco2)cc1 (centres undefined),-3,5,-5,1.1,-4,-14,-26,0,3
COc1ccccc1/C=N/NC(=O)CSc1ccc2ccccc2n1,18,42,3,3.1,1,29,12,-2,12
O=[N+]([O-])c1nn(-c2ccccc2)n(O)c1=NC1CCN(Cc2ccccc2)CC1,9,9,-1,0.0,1,-10,-3,12,-10
CCCCNCCCOc1cc(Cl)ccc1Cl,19,4,1,-5.0,0,-3,17,-4,0
CCOC(=O)N1CCC(NS(=O)(=O)c2cc(C(=O)OC)n(C)c2)CC1,14,-5,2,-0.3,0,-6,14,-4,1
CC(C(=O)Nc1ccc(O)c(C(=O)O)c1)N1C(=O)/C(=C/c2cccs2)SC1=S (centres undefined),4,10,-1,1.7,2,23,8,-3,-4
O=c1ccc(-c2ccc(S(=O)(=O)N3CCCCC3)o2)n[nH]1,0,0,-2,2.0,0,-4,12,0,-2
FC(F)(F)c1nc2ccccc2[nH]1,29,18,-3,-0.3,-1,0,2,-6,-1
O=C(O)c1nn(-c2ccccc2)ccc1=O,2,4,-2,-0.9,1,3,-23,-2,10
C/C(=N\NC(=O)C1CCCN(S(=O)(=O)c2ccccc2)C1)c1ccncc1 (centres undefined),11,2,6,-0.4,-1,-7,3,-2,-8
CCOC(=O)c1c(C)n(CCO)c2ccc(O)cc12,11,-2,0,0.4,-1,11,0,-2,2
CCCN1CCC(NC(=O)C2CC=CCC2C(=O)O)CC1 (centres undefined),16,5,-6,0.1,2,5,13,2,0
COc1cc(CNCc2c[nH]c3ccccc23)cc(OC)c1,-5,5,-1,0.4,0,23,18,-1,6
O=C1N(Cc2cccnc2)C[C@@H]2C[C@@H](c3ccccc3C(F)(F)F)N3CCC[C@@]123,-10,14,-2,-2.0,-2,12,11,-2,9
CCNc1ccc(C(=O)OCC(=O)NCc2ccc(C)cc2)cc1[N+](=O)[O-],21,-6,-3,-1.7,0,-12,16,2,-4

Grouped by structure: the entries above containing four or more nitrogen atoms (three)
Molecule,NALP3 yeast inh,tim23-1 inh,XBP1 UPR activ,UPR CHOP act,GRIN3A LBD mod,tim10-1 inh,Mdm2-MdmX inh,APJ agonist,TIM10 inh
CC(=O)Nc1ccc(S(=O)(=O)NC2(C(F)(F)F)C(=O)Nc3c2c(=O)[nH]c(=O)n3Cc2ccco2)cc1 (centres undefined),-3,5,-5,1.1,-4,-14,-26,0,3
O=[N+]([O-])c1nn(-c2ccccc2)n(O)c1=NC1CCN(Cc2ccccc2)CC1,9,9,-1,0.0,1,-10,-3,12,-10
C/C(=N\NC(=O)C1CCCN(S(=O)(=O)c2ccccc2)C1)c1ccncc1 (centres undefined),11,2,6,-0.4,-1,-7,3,-2,-8

Continued:
Molecule,NALP3 yeast inh,tim23-1 inh,XBP1 UPR activ,UPR CHOP act,GRIN3A LBD mod,tim10-1 inh,Mdm2-MdmX inh,APJ agonist,TIM10 inh
CCN(CC)S(=O)(=O)c1ccc(N2CCN(c3ccccc3O)CC2)nc1,10,19,6,2.4,5,-31,-16,1,-9
Cc1ccc(NC(=O)CN2C(=O)N/C(=C\c3ccco3)C2=O)cc1,9,8,-4,-1.0,-1,-18,-1,-4,-9
CCc1cccc(C)c1NC(=O)Cn1c(NCCO)nc2ccccc21,3,-8,-1,1.5,-3,14,6,-2,9
CN(C)S(=O)(=O)c1cccc(C(=O)OCC(=O)c2c(N)n(C)c(=O)n(C)c2=O)c1,7,13,1,0.8,0,11,-4,-5,12
Cc1nn(-c2cc(N3CCOCC3)ccc2N)c(=O)c2ccccc12,2,-3,-2,0.4,1,12,-21,-5,-2
Cc1ccc(CNC(=O)Cn2cc(C(F)(F)F)ccc2=O)cc1,15,-18,-1,3.6,-1,-13,-10,-4,-7
CC(C)c1ccc(/C=C/C(=O)Nc2nncs2)cc1,15,14,-1,5.3,-2,13,-169,-3,16
N#Cc1ccccc1Sc1ccccc1C(=O)OCc1nnc(-c2ccccc2)o1,12,-49,-1,3.1,-1,-16,0,-1,-9
Cc1ccc(CC(=O)Nc2ccc(S(=O)(=O)N3CCOCC3)cc2)cc1C,15,15,1,-1.9,-4,19,-7,-2,5
COc1ccc(-c2nc(C#N)c(N3CCC(C(N)=O)CC3)o2)cc1,3,-7,3,-3.0,-1,-16,18,2,-12
CCOc1ccc(CNC(=O)CCC(=O)n2nc(C)c3ccccc32)cc1,10,1,-7,-0.7,2,12,15,5,-1
Cc1ccc(OCC(=O)N/N=C/c2c[nH]c3ccccc23)c([N+](=O)[O-])c1,2,-2,1,5.8,24*,-2,30,0,-3
O=C(O)c1ccccc1NS(=O)(=O)c1cccc2nsnc12,14,12,0,5.5,1,16,-5,-2,10
Cc1ccccc1C(=O)NCCNC(=O)c1ccccn1,-8,-3,-3,0.8,0,-15,8,0,-5
O=C(Nc1ccc(Br)cc1)c1ccc(N2C(=O)C3CC=CCC3C2=O)cc1 (centres undefined),2,-8,1,1.4,-3,-2,10,0,-17
O=C(NCc1ccccc1)C1CCC(CNc2c(N3CCCCC3)c(=O)c2=O)CC1 (centres undefined),12,-7,-2,-3.3,-1,-14,12,1,-14
CCOC(=O)c1sc(NC(=O)c2cccc(S(=O)(=O)N(CC)CC)c2)cc1C,11,-20,10,0.8,3,10,10,1,-3
CCOC(=O)NC(=O)CSc1nnnn1-c1ccc(C)cc1,13,8,2,0.7,-2,25,12,-3,3
COC(=O)c1ccc(C)c(NC(=O)Cn2cnc3ccccc3c2=O)c1,4,2,-1,-2.5,-3,-9,5,4,5
N/C(=N\OC(=O)CCCCCN1C(=O)c2ccccc2C1=O)c1ccccc1,24,30,1,3.0,2,28,-10,4,10
Cc1csc(NC(=O)C2CCCN2C(=O)OCC(C)C)n1 (centres undefined),14,12,-2,-1.2,3,32,-7,2,5
Clc1cccc(N2CCN(c3nnnn3-c3ccccc3)CC2)c1,17,33,-1,0.6,0,12,22,-4,1
CC(=O)Nc1ccc(C(=O)N/N=C/C2CC3C=CC2C3)cc1 (centres undefined),16,-5,6,-0.3,0,10,-5,-2,-3
Cc1ccc(Cl)c(OCCN2CCc3ccccc3C2)c1,42,14,1,0.8,0,-54,-2,-6,-63
Cc1cc(OCCn2cnc3ccccc3c2=O)cc(C(C)C)c1,-27,12,-3,1.1,-4,14,15,-2,-9
C=CC[C@H](CC(=O)NCCO)C(=O)NC[C@H](OC(=O)[C@@H](CC=C)Cc1ccc(F)cc1)c1ccccc1,16,5,1,0.6,2,15,6,1,1
CC(C)(CC(=O)O)CC(=O)Nc1ccc2c(c1)ncn2CCc1ccccc1,12,-5,-5,0.1,1,-4,9,-2,5
CCc1ccccc1C1=CC(=O)C[C@H](c2ccc(OC)cc2)C1,34,14,1,1.0,1,4,14,-3,0
Cc1ccc(S(=O)(=O)Cn2nnnc2C(CC(C)C)N2CCN(C(=O)c3ccco3)CC2)cc1 (centres undefined),1,26,-4,-0.2,-2,10,8,-2,25
OCCCNc1nc(-c2ccc(Br)cc2)nnc1-c1ccc(Cl)cc1,6,54*,-1,1.3,-5,42*,-5,8,12

An excerpt from above in order of their number in TIM10 inh, ascending:
Structure	NALP3 yeast inh	GRIN3A LBD mod	Mdm2-MdmX inh	TIM10 inh
N#Cc1ccccc1Sc1ccccc1C(=O)OCc1nnc(-c2ccccc2)o1	12	-1	0	-9
C=CC[C@H](CC(=O)NCCO)C(=O)NC[C@H](OC(=O)[C@@H](CC=C)Cc1ccc(F)cc1)c1ccccc1	16	2	6	1
O=C1N(Cc2cccnc2)C[C@@H]2C[C@@H](c3ccccc3C(F)(F)F)N3CCC[C@@]123	-10	-2	11	9
OCCCNc1nc(-c2ccc(Br)cc2)nnc1-c1ccc(Cl)cc1	6	-5	-5	12
Cc1ccc(S(=O)(=O)Cn2nnnc2C(CC(C)C)N2CCN(C(=O)c3ccco3)CC2)cc1 (centres undefined)	1	-2	8	25

Other entries.
Molecule,NALP3 yeast inh,tim23-1 inh,XBP1 UPR activ,UPR CHOP act,GRIN3A LBD mod,tim10-1 inh,Mdm2-MdmX inh,APJ agonist,TIM10 inh
O=C(CN1CCOCC1)Nc1nc2ccc([N+](=O)[O-])cc2s1,7,12,-3,0.6,-2,23,20,-2,-5
COc1ccc(OC)c(NC(=O)CSc2nc3scc(C)c3c(=O)[nH]2)c1,7,-9,24,-1.7,-1,-4,42,-1,-9
CCOc1ccc(N=Nc2c(=O)[nH]n3c(=O)cc(C)[nH]c23)cc1,11,35,-5,-0.5,-1,30,25,-7,28
Cc1ccc(C)c(NC(=O)C2CC=CCC2C(=O)O)c1 (centres undefined),7,-6,1,-0.8,0,-10,20,-5,-18
COc1ccc(CCNC(=O)C2CCN(C(=O)c3ccccc3C)CC2)cc1,17,12,-7,-3.5,-1,7,-3,-3,8
O=c1[nH]c(Nc2ccc3c(c2)OCCO3)nnc1Cc1ccccc1,10,-4,2,0.5,1,6,-3,-3,-2
CCOc1cc(N2CCOCC2)c(OCC)cc1NC(=O)C1=NN(c2cccc(C)c2)C(=O)CC1,12,39,6,1.0,-2,23,26,-2,30
COc1ccc(-c2cn(Cc3ccc([N+](=O)[O-])cc3)nn2)cc1,28,-3,-3,-1.9,0,11,7,13,-12
O=C(Nc1ccc(OCC(=O)N2CCOCC2)cc1)c1cncc(Br)c1,13,4,1,0.5,-7,-11,9,2,17
CC(=O)C1=C(O)C(=O)N(c2ccc(Br)cn2)C1c1ccc(F)cc1 (centres undefined),-26,26,0,-0.7,-1,23,-32,0,17
